Pemphigus Ab inh: inhibitors of pemphigus antibody binding to human desmoglein-3; binding (percent of control), % at 10 µM; 310,000 compounds, 0.48% hits; P32926; DSG3-coupled beads, scFv-anti-DSG3-GFP binding, flow cytometry; active compounds read low;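 active means binding more than 3 SD below its plate's average and above zero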;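 further: hits lower antibody fragment binding to DSG3; some compounds called inactive have numbers as strong as hits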
OPRM1-OPRD1 inv: inverse agonist of human OPRM1-OPRD1 heterodimerization. cell-based MOR-DOR heterodimer luminescence, inverse agonism. inhibition, % at 9.3 µM. 340,000 compounds, 0.21% hits; in the data active means inhibition above about 22%, passing the limit was not always enough;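 further: 0% = cells with DMSO and 100% = wells without cells with DMSO; values of inactives mirror those of a sister screen read the other way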
HTR5A inv ag: HTR5A inverse agonism, opioid heterodimer counter-screen; P47898; HTR5A cell line, luminescence; inhibition, % at 9.3 µM; 340,000 compounds, 0.083% hits; AID 504634; in the data active means inhibition mostly above about 23%, no sharp cut-off; inactive means mostly below about 18%;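 further: 0% = cells with DMSO and 100% = no-cell wells with DMSO; some compounds called inactive have numbers as strong as hits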
Target sequence (P47898 whole entry, looked up): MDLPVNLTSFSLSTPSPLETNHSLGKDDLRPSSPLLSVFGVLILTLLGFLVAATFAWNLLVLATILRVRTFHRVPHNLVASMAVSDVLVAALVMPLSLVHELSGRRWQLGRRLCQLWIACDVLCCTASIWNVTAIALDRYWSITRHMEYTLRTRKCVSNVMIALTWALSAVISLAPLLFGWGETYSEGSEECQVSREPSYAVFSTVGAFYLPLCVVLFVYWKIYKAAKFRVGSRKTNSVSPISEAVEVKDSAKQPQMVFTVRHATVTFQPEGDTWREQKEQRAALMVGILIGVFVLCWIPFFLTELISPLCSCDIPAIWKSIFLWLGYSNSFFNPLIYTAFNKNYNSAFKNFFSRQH
HTR5A ag: activates human HTR5A in OPRM1-OPRD1 agonist counter-screen. 340,000 compounds, 0.61% hits. AID 504692. HTR5A agonist assay, luminescence, cell-based. P47898. activation, % at 9.3 µM; in the data active means activation mostly above about 9.5%, no sharp cut-off; inactive means mostly below about 7.6%;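 further: 0% = cells with vehicle only and 100% = reference agonist; strong numbers were not always called active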
PKA-R2B activ: activators of human PKA-R2B complex; activation, % at 11.4 µM; 340,000 compounds, 0.079% hits; PKA-R2B holoenzyme dissociation, Cy5-IP20 fluorescence polarization; R2B truncated from residue 108, S112A mutant; 0% DMSO only, 100% 113 µM cGMP; AID 504700; P22694+P31323;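 active means activation above a cutoff set at the mean over all compounds plus 3 SD, cut at about 18% in these data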;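 further: higher means more holoenzyme dissociation and a rise in polarization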
Target sequence (P31323 whole entry, looked up, other chains not shown, the tested form may be a part): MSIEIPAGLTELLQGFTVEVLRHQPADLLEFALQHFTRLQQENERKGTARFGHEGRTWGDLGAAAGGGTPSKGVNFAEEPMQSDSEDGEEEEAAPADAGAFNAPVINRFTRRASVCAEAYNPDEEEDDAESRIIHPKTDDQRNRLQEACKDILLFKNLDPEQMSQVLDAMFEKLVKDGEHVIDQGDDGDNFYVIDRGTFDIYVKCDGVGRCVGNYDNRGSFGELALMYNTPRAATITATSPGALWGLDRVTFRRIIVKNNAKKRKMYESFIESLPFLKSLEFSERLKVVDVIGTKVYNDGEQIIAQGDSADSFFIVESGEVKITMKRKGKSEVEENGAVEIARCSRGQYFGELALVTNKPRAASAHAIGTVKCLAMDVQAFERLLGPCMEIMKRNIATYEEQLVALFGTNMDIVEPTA
OPRM1-OPRD1 ag: agonists of human mu-delta opioid receptor heterodimerization | P35372+P41143 | cells, OPRM1-OPRD1 heterodimerization, luminescence | activation, % at 9.3 µM | 340,000 compounds, 0.3% hits | AID 504326; in the data active means activation above about 18%;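 further: 0% = vehicle-treated cells and 100% = reference agonist; values of inactives mirror those of a sister screen read the other way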
PKA-R1A act: activates the PKA-R1A holoenzyme complex. activation, % at 11.4 µM. P00514+P68181. AID 504707. 340,000 compounds, 0.083% hits. PKA-R1A dissociation, Cy5-IP20 fluorescence polarization; scaled: DMSO 0%, 113 µM cGMP 100%;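 active means percent activation above the mean of all tested compounds plus 3 SD, cut at about 19% in these data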;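 further: higher means more PKAc released from R1A so a rise in polarization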
V-ATPase pH: regulators of yeast V-ATPase proton transport; AID 504577; response, % at 10 µM; 350,000 compounds, 0.37% hits; S. cerevisiae, pHLuorin cytosolic pH fluorescence; in the data active means response mostly above about 7.3%, no sharp cut-off; inactive means mostly below about 5.4%; further: actives read high; inactives centre near 0; some compounds called inactive have numbers as strong as hits; reference of the scale not given here
Arr AP2 block: blocks beta-arrestin peptide binding to AP2 adaptin; 340,000 compounds, 0.31% hits; FITC-arrestin peptide / GST-AP2 beads, flow cytometry; AP2 beta2 appendage carries R879A mutation; inhibition, % at 10 µM;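 active means inhibition above a set limit, near 3 SD of compounds lacking own fluorescence, cut at about 54% in these data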;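 further: plate controls were DMSO wells for no effect and 5 µM unlabelled arrestin peptide for full effect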
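test system = AP2 appendage R879A on GSH beads | buffer or medium = PBS plus Tween 20 (0.05%) and BSA (0.1%) | incubation = 12 min plus 1 h, RT | detection = bead flow cytometry, FITC channel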
DAGLB inhibitor: blocks human DAGLB lipase activity; 340,000 compounds, 0.059% hits; Q8NCG7; inhibition, % at 5.17 µM; HEK293T DAGLB membrane lysate, EnzChek fluorogenic substrate; AID 504411; in the data active means inhibition above about 34%;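 further: 0% = enzyme with vehicle and 100% = wells lacking enzyme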
* marks the source's active call; other numbers are inactive results; . = not tested or not shown; & = joins results of further samples.

SMILES | Pemphigus Ab inh | OPRM1-OPRD1 inv | HTR5A inv ag | HTR5A ag | PKA-R2B activ | OPRM1-OPRD1 ag | PKA-R1A act | V-ATPase pH | Arr AP2 block | DAGLB inhibitor
CN(C)CCNC(=O)c1onc(CSc2ccc(F)cc2)c1C(=O)NCCN(C)C | 98 | 1 | 1 | 4 | -5 | -0.1 | 0 | -5 | . | -3
O=C(CCNS(=O)(=O)c1cccc2nonc12)N1CCN(c2cccc(Cl)c2)CC1 | 106 | -9 | 15 | -7 | 0 | 1.8 | -7 | 4 | -2 | 4
CC1CCCCC1NC(=O)COC(=O)c1ccc(S(=O)(=O)N2CCOCC2)cc1 (configuration not stated) | 106 | -1 | 25 | -7 | 4 | 0.2 | 5 | 1 | 2 | -2
CC(=O)N1CCN(S(=O)(=O)c2cccc(C(=O)Nc3nc4ccccc4[nH]3)c2)CC1 | . | 5 | -26 | 10 | 1 | -1.3 | -8 | -1 | -4 | -2
CCOc1ccc(OCCOCCN2CCc3ccccc3C2)cc1 | 99 | 8 | -4 | 2 | 6 | -1.9 | -2 | -3 | -6 | 0
CN(C)/C=N/c1ncc(C(=O)c2ccc(Cl)cc2Cl)s1 | 106 | 8 | -3 | 1 | -13 | -1.5 | 3 | 0 | -8 | -1
C=CCn1c(CNC(=O)c2ccccc2C)nnc1SCC(=O)NC1CCCC1 | 95 | 1 | 4 | -1 | -2 | -0.1 | 3 | 0 | 7 | 1
CCC(NC(=O)C1CCC1)c1ccccc1 (configuration not stated) | 95 | 8 | -7 | -2 | 0 | -1.5 | 2 | 0 | 16 | 3
Cc1ccc(C)c2c1cc(C)c1nnc(SCc3ccccn3)n12 | 87 | 15 | 12 | 0 | -12 | -2.9 | -1 | -4 | -2 | -2
CCOc1ccccc1NC(=O)CCC(=O)Nc1nnc(C2CCCCC2)s1 | 101 | -1 | -13 | 3 | -15 | 0.2 | -2 | 2 | -4 | 0
CCn1cc(C(=O)O)c(=O)c2cnc(N3CCN(C(=S)Nc4ccccc4C(F)(F)F)CC3)nc21 | 95 | 2 | -18 | 1 | -7 | -0.3 | 5 | -1 | -1 | -3
Cc1noc(C)c1COc1cccc(C(=O)OC(C)C(=O)Nc2ccc3c(c2)OCO3)c1 (configuration not stated) | 102 | 11 | 0 | -1 | -7 | -1.9 | 0 | -3 | -5 | -3
O=C(O)CCCC(=O)N1CC(=O)Nc2ccccc21 | 99 | 0 | -1 | 0 | 0 | 0.0 | 7 | -2 | 6 | 0
Cc1ccc(/C=N/n2c(-c3ccccn3)n[nH]c2=S)o1 | . | 8 | -3 | 1 | 5 | -1.6 | -3 | 1 | -12 | -2
CC(C)Cc1ccc(CN2CCCC(NC(=O)CCn3cnnn3)C2)cc1 (configuration not stated) | . | -2 | 2 | 0 | 4 | 0.4 | -6 | 3 | 9 | 2
O=C(CCC(=O)N1CCOc2ccc(Cl)cc21)N1CCN(c2ccccn2)CC1 | 104 | 2 | 19 | -6 | -5 | -0.4 | -3 | 4 | 12 | 1
Cc1ccc(S(=O)(=O)N2CCCOC2CNC(=O)C(=O)NCCc2ccco2)cc1 (configuration not stated) | 82* | . | . | . | -5 | . | -1 | -1 | . | -1
CC1CCC(Nc2nnnn2-c2ccccc2)CC1 (configuration not stated) | 103 | -16 | -25 | 11 | -3 | 2.6 | -4 | 1 | -13 | -5
CCN(CC)CCn1c(SCC(=O)Nc2ccc3c(c2)CCC3)nc2ccccc2c1=O | 101 | 4 | 12 | 12* | -5 | -1.0 | -4 | 1 | -10 | -7
Cc1ccc([N+](=O)[O-])cc1NC(=O)C1CCCC1 | 94 | 11 | -9 | 2 | 0 | -2.4 | -17 | 8 | 15 | -1
COc1ccc(CNC(=O)COC(=O)C2CC3C=CC2C3)cc1 (configuration not stated) | 106 | 10 | 6 | -5 | 0 | -1.3 | -9 | -2 | -8 | -1
COC(c1ccccc1)c1nnc(CCC(=O)NCc2ccc3ncccc3c2)o1 (configuration not stated) | 112 | 7 | -3 | -4 | -2 | -0.9 | 3 | . | 1 | -2
CCCCc1ccc(NC(=S)Nc2cccnc2)cc1 | . | -23 | -8 | 6 | -8 | 4.8 | -4 | 20 | -96 | -6
Cn1cc(/C=N/NC(=O)c2ccc(C#N)cc2F)c2ccccc21 | 103 | 14 | 10 | -4 | 7 | -2.7 | 8 | -3 | 12 | -2
CC(O)c1nc2ccccc2n1CCCCOc1ccccc1 (configuration not stated) | 103 | 10 | 1 | 0 | -9 | -2.1 | -6 | 1 | -40 | 0
Cc1ccc(S(=O)(=O)N[C@@H](Cc2ccccc2)C(=O)N2CCC(C(=O)N[C@H](C(=O)O)C(C)O)CC2)cc1 (some centres not stated) | 110 | 6 | -2 | 1 | 4 | -1.4 | 1 | 3 | -14 | 0
OC(C#CCN1CCCC1)c1ccccc1 (configuration not stated) | 103 | -3 | -4 | 2 | 2 | 0.4 | 3 | 6 | 13 | 1
CC(C)CC(NC(=O)/C(=C/c1ccco1)NC(=O)c1ccc(Br)o1)C(=O)O (configuration not stated) | 102 | 6 | 0 | 0 | -4 | -1.4 | -14 | 2 | -8 | -2
COc1ccccc1OCCOc1ccc(/C=C2\C(=N)N3N=C(S(C)(=O)=O)SC3=NC2=O)cc1 | 104 | 2 | 5 | -1 | -3 | -0.4 | -4 | -4 | -15 | 10
Cc1nnc(SCC2=C(C(=O)O)N3C(=O)[C@@H](NC(=O)Cn4cnnn4)[C@H]3SC2)s1 | 111 | 8&12 | 12&0 | -3&-1 | -1&-2 | -1.4&-2.4 | 7&-2 | 2&-2 | 2&5 | 0&-1
CCCC(=O)Nc1cc2c(cc1C(=O)c1ccccc1)OCCO2 | 120 | 12 | -5 | -3 | 2 | -2.8 | -2 | 0 | -2 | -6
Cc1[nH][nH]c(=O)c1C(c1ccc(O)c([N+](=O)[O-])c1)c1c(C)[nH][nH]c1=O | 103 | 19 | 28 | -8 | 0 | -3.7 | -7 | 0 | -1 | 3
COc1ccccc1N(CCC#N)C(=S)Nc1ccc(S(=O)(=O)N2CCOCC2)cc1 | 126 | 11 | -26 | 6 | -2 | -2.1 | -13 | 1 | -1 | 4
CN1CCC(N(C)S(=O)(=O)c2ccc(NC(=O)COc3ccc([N+](=O)[O-])cc3)cc2)CC1 | 102 | -1 | 17 | -7 | -5 | 0.2 | 4 | 0 | -1 | -1
O=C(COC(=O)c1ccc(N2CCCC2=O)cc1)NCc1ccco1 | 102 | 11 | 1 | -5 | -17 | -2.0 | 7 | 1 | 17 | -1
CN(C)S(=O)(=O)c1ccc(N2CCCC2)c(C(=O)Nc2ccc(F)cc2F)c1 | 105 | 12 | 1 | 3 | -6 | -1.9 | 6 | -2 | -6 | -2
N#CCSc1ccccc1NC(=O)CN1C(=O)C2CC=CCC2C1=O (configuration not stated) | 204 | 2 | 0 | 7 | -4 | -0.2 | -7 | -2 | 12 | -4
NC(=O)c1cc(N2C(=O)C3CC=CCC3C2=O)ccc1N1CCCCC1 (configuration not stated) | 109 | 13 | -9 | -1 | -10 | -2.5 | 8 | 0 | 6 | 0
Cc1ccc(S(=O)(=O)N2CCOCC2)cc1NC(=O)COC(=O)c1cc(=O)[nH]c2ccccc12 | 93 | 19 | -2 | 4 | 1 | -4.1 | -16 | 5 | 0 | 1
O=C(Nc1ccccc1)Nc1ccc(C(F)(F)F)cn1 | 112 | -14 | -11 | 2 | -7 | 2.6 | 10 | -1 | 10 | -6
Cc1ccc(N(CCC#N)C(=O)CSc2nnc3ccccn23)cc1 | 106 | 15 | 32 | 0 | -3 | -3.7 | -9 | -4 | 2 | 1
COc1cccc(NC(=O)CCCn2c(=O)[nH]c3ccccc3c2=O)c1 | 104 | 7 | 2 | 4 | -4 | -1.1 | 1 | 5 | 27 | 1
CC(=O)OC1CC[C@@]2(C)C(CCC3C2CC(=O)[C@@]2(C)C3CC3CC(C)=CC(=O)C32)C1 (some centres not stated) | 91 | 2 | 5 | -1 | -1 | -0.4 | -6 | 0 | 5 | -3
CCOc1cc(C(=O)Nc2cc(C)on2)cc(OCC)c1OCC | . | -1 | -21 | 8 | -14 | 0.2 | -5 | -6 | -12 | -4
Fc1cccc(CNC2CCN(CCc3ccccc3)CC2)c1 | 109 | -2 | -15 | 5 | 3 | 0.4 | -9 | -2 | 12 | -2
COc1ccc(CC(=O)N/N=C/c2sccc2C)cc1 | 129 | 14 | -7 | 2 | 0 | -2.7 | 5 | 1 | 7 | -1
CCCCOCCCNCC(=O)Nc1ccc(S(N)(=O)=O)cc1 | 99 | 11 | 14 | -5 | 0 | -2.0 | -3 | 0 | 2 | 0
Cc1cccc2c1N(CCCOc1ccc(C(C)(C)C)cc1)C(=O)C2=O | 98 | 30* | -14 | 5 | -4 | -5.1 | -21 | -3 | 4 | 15
Cc1nc2sc(C(=O)O)c(N)c2c2c1COC(C)(C)C2 | . | 6 | -12 | 0 | -17 | -1.2 | -14 | 1 | -15 | -1
Cc1cc(NCc2ccco2)n2c(nc3ccccc32)c1C#N | 94 | -5 | -10 | 4 | -2 | 1.1 | -5 | -1 | 5 | 2
CC(C)(C)C1CCc2nc(NC(=O)Cc3cn4ccsc4n3)sc2C1 (configuration not stated) | 99 | 2 | -21 | 8 | -11 | -0.4 | -2 | -5 | 10 | 1
Cc1ccc(NC(=O)c2ccc3nc[nH]c3c2)nc1 | . | 8 | 2 | 0 | -2 | -1.6 | -4 | -2 | 42 | 1
CCOC(=O)c1c(C)[nH]c(C(=O)OC(C)C(=O)Nc2ccc(C)cc2)c1C (configuration not stated) | 95 | . | . | . | -2 | . | -9 | . | . | 3
COc1ccc(C2c3c4c(n(C)c3CCN2C)CCN(C)C4c2ccc(OC)cc2)cc1 (configuration not stated) | 103 | -15 | -36 | 4 | 1 | 2.8 | -3 | -8 | 14 | 0
Cc1ccc(S(=O)(=O)N2CCN(c3ncnc4sccc34)CC2)cc1 | 103 | 9 | -11 | 3 | 7 | -1.7 | -5 | 0 | -5 | -2
O=C(CSc1n[nH]c(-c2ccncc2)n1)Nc1ccc(F)cc1 | . | 19 | -23 | 8 | 2 | -3.0 | -2 | -3 | 20 | -4
COc1ccc(S(=O)(=O)N2CCN(C)CC2)cc1NC(=O)c1ccccc1C | 104 | 10 | -6 | 2 | 1 | -1.9 | 4 | 1 | 26 | 0

A draw from above in order of molecular weight, lowest first.
SMILES | Pemphigus Ab inh | OPRM1-OPRD1 inv | HTR5A inv ag | HTR5A ag | PKA-R2B activ | OPRM1-OPRD1 ag | PKA-R1A act | V-ATPase pH | Arr AP2 block | DAGLB inhibitor
CCOc1ccc(OCCOCCN2CCc3ccccc3C2)cc1 | 99 | 8 | -4 | 2 | 6 | -1.9 | -2 | -3 | -6 | 0
CC(C)Cc1ccc(CN2CCCC(NC(=O)CCn3cnnn3)C2)cc1 (configuration not stated) | . | -2 | 2 | 0 | 4 | 0.4 | -6 | 3 | 9 | 2
O=C(CCNS(=O)(=O)c1cccc2nonc12)N1CCN(c2cccc(Cl)c2)CC1 | 106 | -9 | 15 | -7 | 0 | 1.8 | -7 | 4 | -2 | 4
